Source: PubChem
Insulin prom up: MIN6 insulin promoter up-regulation; 190,000 compounds, 0.3% hits; MIN6 insulin promoter-GFP reporter, high-content imaging; stronger effect = higher value; z-score at 5 µM; AID 1625;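 active = z-score above 3 at 5 µM with at least 500 cells counted in the well; inconclusive = wells under 500 cells, flagged as cytotoxic or low count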
Myeloid diff MLP: compounds promoting myeloid differentiation. calls only at 10 µM. ER-HoxA9 myeloid progenitors, lysozyme-GFP differentiation, flow cytometry. 360,000 compounds, 1% hits;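 active = normalized GFP-positive differentiation at or above the plate's own cutoff, the solvent-only control mean plus 3 SD; inconclusive = no clear call, values can overlap the other calls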;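 note: cells exposed to compound for four days before flow analysis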
Lipid droplet: modulators of hepatic lipid droplet formation; inhibition, % at 6.5 µM; AID 1656; 240,000 compounds, 0.4% hits; AML12 mouse hepatocytes, oleate lipid droplets, BODIPY imaging;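 active = lipid droplet intensity inhibited by at least 50%, with more than 500 cells counted; inconclusive = wells with under 300 cells, treated as cytotoxic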
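Assay system: AML12 hepatocytes (mouse); Probe or stimulus: oleic acid at 100 µM to induce lipid droplet formation; Dosing: compound at 6.5 µM only; Schedule: compound with oleate, overnight; Detection: fluorescence imaging, 20x objective, two fields per well; Measure: % inhibition of lipid droplet signal.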
bCat nuc transl: beta-catenin nuclear translocation modulation. HeLa beta-catenin nuclear translocation, immunofluorescence imaging. nuclear translocation activity, % at 5 µM. 190,000 compounds, 0.3% hits. AID 1665;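 active = nuclear translocation activity above 50% at 5 µM, with a well cell count of 50 or more; inconclusive = wells under 50 cells across six images, flagged as toxic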;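 note: per-cell ratio of nuclear to cytoplasmic median beta-catenin stain intensity; plate controls were DMSO negative control for no effect and GSK-3 inhibitor IX positive control for full effect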
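Test system: human HeLa cells, native beta-catenin. Compound dosing: 5 µM primary single dose, 0.1% DMSO, 0.02–20 µM confirmation series. Incubation: compound exposure 24 h at 37°C. Detection: beta-catenin immunostaining with DAPI counterstain, 20x imaging, 6 fields/well. Read-out basis: Nuclear/cytoplasmic beta-catenin signal ratio, % activation.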
Dynein cargo inh: blocks dynein driven cargo transport along microtubules | 3617.4 mouse cells, GR-EGFP nuclear translocation imaging; test concentration mostly 20 µM; stimulated with dexamethasone, 1 µM; stronger effect = lower value | z-score, hits read low | 220,000 compounds, 0.47% hits;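 active = plate z-score of nuclear minus cytoplasmic receptor signal below a set negative limit, without overly bright fluorescence or cell loss, cut at about -3.5 in these data, passing the limit was not always enough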;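 note: z-score of nuclear minus cytoplasmic ring GR-EGFP intensity difference per well; some compounds called inactive have numbers as strong as hits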
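Buffer or medium: tet-free, stripped-serum medium; reagent: dexamethasone at 1.0 µM final, 30 min; incubation: 48 h induction, 1 h compound, 30 min dex at 37 °C; measured by: formaldehyde fixation, Hoechst nuclear stain, 10x automated fluorescence imaging; read-out: nuclear-to-cytoplasmic GR-EGFP distribution per well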
T cell HTS: modulates CD8 T cell binding to vesicles; calls only at 7 µM; 2C CD8+ T cell-vesicle binding, flow cytometry; stronger effect = lower value; 330,000 compounds, 0.068% hits;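 active = response, share of CD8 T cells binding vesicles, and their 90th percentile fluorescence all below set limits, cut at about 80% in these data, passing the limit was not always enough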
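Assay system: 2C TCR transgenic mouse naive CD8+ T cells, MACS-purified | Read-out: CD8+ gate FL2 mean fluorescence as % of same-row positive control | Signal: High-throughput flow cytometry with anti-B7-1 and anti-CD8 staining | Timing: Binding step 1.5 h, 37 °C, antibody labelling 20 min, ice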
TNAP activators: stimulation of alkaline phosphatase TNAP activity – biochemical, luminescent, no phosphate acceptor, uHTS, primary screen (AID 1001); 200,000 compounds, 0.03% hits; purified TNAP, luminescent activation assay, no phosphate acceptor; higher activation fold means a stronger effect; one-dose activation fold at 20 µM; EC50 in µM for titrated hits; in the data active = activation fold from about 3, or a potency from the dose series; inactive = the rest, 99 in 100 with activation fold below about 1.6; note: many of its hits are not listed in these tables
human PMI inhibition: inhibitors of human PMI, primary screen, biochemical, fluorescence intensity, coupled assay (AID 1209) | purified PMI enzyme, coupled fluorescence intensity; higher % means a stronger effect | one-dose inhibition, % at 20 µM; IC50 in µM for titrated hits | 190,000 compounds, 0.42% hits; in the data active = inhibition above about 50%;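 note: plate controls were DMSO vehicle for no effect and wells lacking substrate for full effect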
MT stabilize HCS: microtubule stabilization, imaging screen; % tubulin-high responders, % at 10 µM; 200,000 compounds, 0.83% hits; AID 2205; HeLa tubulin immunostaining HCS, 24 h; share of cells brighter than vehicle mean+2SD;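 active = plate Z-score above 3 for both tubulin-high and condensed-nucleus cell shares, with cell loss under 80%, at 10 µM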;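 note: anti alpha tubulin signal scored within the nucleus-defined area of each cell; some results filed as inactive read as strong as hits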
Dynein cargo inh cytoplasmic EGFP: further read-out of Dynein cargo inh, marked with its call; z-score; measured here: cytoplasmic GR-EGFP intensity; stronger effect = higher value
Dynein cargo inh nuclear GR-EGFP: also measured in Dynein cargo inh; calls as there; z-score; measured here: nuclear GR-EGFP intensity;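 lower value marks the stronger effect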
Dynein cargo inh cell count: also measured in Dynein cargo inh; calls as there; z-score; measured here: cell count per field
Insulin prom up cell count: also measured in Insulin prom up; calls as there; cell count; measured here: cytotoxicity, nuclei count;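 total cells summed across four imaged fields per well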
Lipid droplet cells 6.5 µM: also measured in Lipid droplet; calls as there; cell count; measured here: cell count, cytotoxicity flag;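 cells counted across two imaged fields per well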
bCat nuc transl cell count 5 µM: second read-out of bCat nuc transl, no call of its own (marks repeat the call); cell count; measured here: cell count, cytotoxicity flag
T cell HTS vesicle-bound %: also measured in T cell HTS; calls as there; double positive events, %; measured here: CD8+ vesicle-bound cell fraction;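 binding gate set so that unloaded-vesicle control wells show 10% double positive cells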
MT stabilize HCS Hoechst-high %: also measured in MT stabilize HCS; calls as there; % Hoechst-high responders; measured here: nuclear condensation Hoechst responders;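 share of cells brighter than vehicle mean plus two SD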
MT stabilize HCS cytotoxicity %: further read-out of MT stabilize HCS, marked with its call; toxicity, %; measured here: cytotoxicity by cell density;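 0% = mean cell density of plate MIN control wells and 100% = no cells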
Myeloid diff MLP GFP+ MAC1+ %: further read-out of Myeloid diff MLP, marked with its call; GFP+ MAC1+ double positive, %; measured here: differentiation confirmed by MAC1 staining
* hit, by the source's call; i = inactive; u = inconclusive; x = not tested or not shown.

SMILES	Insulin prom up	Insulin prom up cell count	Myeloid diff MLP	Myeloid diff MLP GFP+ MAC1+ %	Lipid droplet	Lipid droplet cells 6.5 µM	bCat nuc transl	bCat nuc transl cell count 5 µM	Dynein cargo inh	Dynein cargo inh cytoplasmic EGFP	Dynein cargo inh nuclear GR-EGFP	Dynein cargo inh cell count	T cell HTS	T cell HTS vesicle-bound %	TNAP activators	human PMI inhibition	MT stabilize HCS	MT stabilize HCS Hoechst-high %	MT stabilize HCS cytotoxicity %
COC(=O)c1[nH]c2ccccc2c1NC(=O)/C=C/c1ccc2c(c1)OCO2	0.46	1337	i	0.4	-8	585	-2.9	1003	-0.34	-0.27	-0.18	0.67	i	4	1	16%	3.4	2.3	4.2
CCC1(C)Cc2c(sc3nc(NC)n(C)c(=O)c23)CO1 (stereo not drawn)	1.2	1117	i	0.8	x	x	-4.9	894	0.44	-0.2	0.53	-0.2	i	47	1	-23%	2.7	3.3	12
O=C(/C=C/c1ccc(Cl)cc1)N(Cc1ccccc1)c1ccccn1	-0.2	1560	i	0.1	3	678	0.2	1486	0.71	-0.25	0.55	-0.67	i	62	1	6%	3.2	1.2	6.5
CCCCOC(=O)CSc1n[nH]c(=O)[nH]c1=O	x	x	i	0.7	-4	790	-2.3	903	-0.13	0.17	0.25	0.46	i	18	1	8%	1.7	1.3	4.7
CNC(=O)/C(C#N)=C/c1ccc(-c2ccc(Cl)cc2)o1	-0.15	1134	i	0.2	11	727	2.0	1455	-1.2	-0.17	-0.66	0.67	i	60	1	x	2.4	4.0	8.8
Cn1c(=O)n(C)c2cc(CNc3ccc(N4CCOCC4)c(C(=O)O)c3)ccc21	-0.68	1204	i	2.4	2	738	x	x	-0.19	0.55	0.19	2	x	x	1.1	5%	6.2	18	97
COc1ccc(C2CN=NC2C(=O)c2ccccc2)cc1 (stereo not drawn)	-0.51	1058	i	0.6	-1	709	-0.5	1337	-0.2	-0.16	0.53	-0.19	x	x	x	x	x	x	x
CCOC(=O)C(C(=O)N(C)C)c1ncc(C(F)(F)F)cc1Cl (stereo not drawn)	x	x	i	2.1	x	x	x	x	-0.34	-0.22	-0.48	0.34	i	61	1	-8%	1.2	1.7	8.2
NC(=O)C1=C[C@H](c2csc3ccccc23)C[C@H](OCCCCO)O1	0.03	1382	i	0.5	10	693	0.5	1069	0.066	-0.27	0.43	-0.68	i	25	1	42%	0.6	1.4	2.0
CCOc1ccccc1NC(=S)NCc1ccco1	2.2	878	i	1.5	-49	715	x	x	-0.66	0.18	-0.054	0.073	i	43	1.1	7%	3.5	2.8	6.5
Cc1cccc(NC(=O)CSc2nnc(-c3cnccn3)n2Cc2ccco2)c1	-0.48	1668	i	2.8	x	x	-0.9	1325	-0.19	-0.24	-0.94	0.77	i	38	1.1	0%	2.8	1.5	4.1
N#Cc1ccc(/C=C(\C(=O)C(=O)O)c2ccc3ccccc3n2)cc1	0.37	852	i	0.9	-4	642	-0.4	1385	2.2	-0.17	2	-2.4	i	16	x	x	x	x	x
CSc1nc(N)c(C#N)c(-c2ccc(Cl)cc2)c1C#N	-0.59	1342	i	0.8	x	x	-0.3	719	0.28	-0.035	0.49	-0.34	i	57	1	3%	2.3	2.2	5.0
CC(=O)NC(C)C(c1cccs1)N1CCN(c2ccccc2)CC1 (stereo not drawn)	-0.44	1065	i	1.1	x	x	-2.4	1478	0.95	-0.16	0.78	-0.86	i	53	1.1	-8%	4.7	3.5	6.7
CCC(C)NC(=O)c1csc2c1CCCCC2 (stereo not drawn)	0.41	956	i	0.4	1	760	-2.3	1156	-0.4	0.67	-0.063	0.00066	i	14	1	-3%	0.9	1.4	0.4
O=C(Nc1ccc(S(=O)(=O)N2CCN(c3ccccc3)CC2)cc1)c1cccs1	x	x	i	6.3	-64	828	x	x	0.49	-0.26	0.34	0.38	i	39	0.9	11%	1.7	2.2	9.6
CCOC(=O)c1cc(NC(=O)Nc2nc3ccccc3s2)c(C)nc1C	-0.26	1595	i	0.6	-7	655	-0.3	1079	1.9	0.0082	1.9	-3.6	i	46	0.4	5%	8.6	2.6	1.9
O=C(c1c(Cl)nc2sccn12)N1CCN(c2cccc(Cl)c2)CC1	x	x	u	x	x	x	112*	247*	-0.11	-0.2	-0.16	-0.65	i	51	1.1	5%	19*	52*	58*
COc1ccccc1NC(=O)COc1ccc(C(=O)OCC(=O)N(C(C)C)C(C)C)cc1OC	0.24	976	i	2.3	4	834	x	x	0.27	-0.18	0.48	0.69	i	24	1.1	2%	0.8	1.0	2.9
C=CCN1C(=O)/C(=C2/Sc3ccc(OC)cc3N2C)SC1=Nc1cccc(O)c1	0.95	1405	i	2.3	-19	430	0.3	1558	1.4	0.31	0.39	0.19	i	43	1	-2%	1.2	1.2	2.1
COc1ccc([N+](=O)[O-])cc1NC(=O)CC1SC(=Nc2cccc(C)c2C)N(/N=C(\C)c2ccc(C)cc2)C1=O (stereo not drawn)	x	x	i	0.8	12	674	1.2	1440	0.36	-0.23	-0.078	0.63	i	56	1.1	6%	1.4	1.7	6.5
COC(=O)c1cc(-c2ccccc2)c2c(=O)n(C)c(=O)n(C)c2n1	-0.04	1340	x	x	16	702	-3.2	1252	-0.85	-0.33	-0.21	0.85	x	x	1.1	2%	5.5	2.5	7.6
O=C1CC2C(CC(OC(=O)c3ccc(-c4ccccc4)cc3)C2CO)O1 (stereo not drawn)	0.21	883	i	1.3	3	742	-0.7	1140	-0.58	-0.37	-0.088	0.44	i	52	1	8%	2.5	1.7	6.4
Cc1ccccc1C(=O)NCCSc1ccccc1	x	x	i	1.9	-19	740	x	x	-0.44	-0.41	-0.058	1.1	i	1	1.2	-8%	1.0	2.2	6.2
CSc1nnc2c3c4c(sc3c(=O)n(-c3ccccc3)n12)CC(C)(C)OC4	0.26	1091	i	1.2	x	x	0.8	1189	0.2	-0.34	0.16	0.01	i	31	1.1	10%	5.0	2.2	6.7
COc1ccc(OC)c(CNc2ccc(F)c(Cl)c2)c1	0.02	839	x	x	-1	767	-0.2	1223	0.99	-0.24	0.78	0.5	i	22	1	4%	2.9	1.1	6.5
CN(C)c1cccc(/C=C(\C#N)c2ccccc2)c1	-0.41	923	u	x	6	855	1.4	1153	-0.8	-0.17	-0.66	0.8	i	36	x	x	x	x	x
Cc1nc(-n2ncc(C#N)c2N)c2c3c(sc2n1)CCC3	x	x	i	0.6	10	749	x	x	0.078	-0.28	-0.2	0.28	i	16	0.9	-3%	1.9	1.4	6.6
CC(=O)Nc1cc(C)c(S(C)(=O)=O)c(C)c1	0.38	1287	i	0.0	-9	713	-0.3	572	3.9	0.22	2.9	-2.4	i	49	1.1	0%	3.2	2.3	5.7
NS(=O)(=O)c1ccc(N/C=C\C(=O)c2ccc3ccccc3c2)cc1	x	x	i	0.3	9	568	0.8	923	-0.53	-0.2	-0.36	-0.14	i	51	0.8	-19%	3.1	1.2	11
C(#CC1CCCCC1)c1ccc2c(c1)COc1c3ccccc3nn1-2	-1.2	1071	i	0.4	-9	699	-1.4	1357	-1.2	-0.81	-0.4	0.57	i	8	x	x	x	x	x
CCOC(=O)c1c(C)[nH]c(C(=O)O)c1C	0.78	950	i	0.9	x	x	0.9	1204	-1	-0.18	-0.095	1.1	i	10	1.2	8%	3.1	2.4	6.3
O=C(CC1CC2CCC1C2)NCc1cccs1 (stereo not drawn)	-0.02	1194	i	0.5	-1	734	-4.7	1172	-1	-0.21	-0.39	1.5	i	39	1.1	3%	1.7	1.8	8.0
O=C(CSc1nnc(-c2ccco2)c(-c2ccco2)n1)Nc1ccccc1	-0.22	1309	i	1.4	x	x	4.5	1393	-1.1	-0.14	-0.63	2.4	i	56	1.1	16%	2.8	3.0	11
COc1ccccc1Oc1coc2c(CN3CCOCC3)c(O)ccc2c1=O	0.62	1041	i	0.3	0	720	-0.9	1288	-0.94	0.02	-0.35	0.44	i	56	x	x	x	x	x

2 entries from above, with two lines to a compound:
The line under a structure holds: Insulin prom up	Insulin prom up cell count	Myeloid diff MLP	Myeloid diff MLP GFP+ MAC1+ %	Lipid droplet	Lipid droplet cells 6.5 µM	bCat nuc transl	bCat nuc transl cell count 5 µM	Dynein cargo inh	Dynein cargo inh cytoplasmic EGFP	Dynein cargo inh nuclear GR-EGFP	Dynein cargo inh cell count	T cell HTS	T cell HTS vesicle-bound %	TNAP activators	human PMI inhibition	MT stabilize HCS	MT stabilize HCS Hoechst-high %	MT stabilize HCS cytotoxicity %
- NS(=O)(=O)c1ccc(N/C=C\C(=O)c2ccc3ccccc3c2)cc1
→ x	x	i	0.3	9	568	0.8	923	-0.53	-0.2	-0.36	-0.14	i	51	0.8	-19%	3.1	1.2	11
- O=C(CC1CC2CCC1C2)NCc1cccs1 (stereo not drawn)
→ -0.02	1194	i	0.5	-1	734	-4.7	1172	-1	-0.21	-0.39	1.5	i	39	1.1	3%	1.7	1.8	8.0
